GPR55 LPI antagonism: inhibition of LPI-stimulated GPR55 beta-arrestin translocation – imaging, U2OS, beta-arrestin-GFP, LPI agonist, primary screen (AID 2013); U2OS GPR55 beta-arrestin-GFP translocation imaging, LPI antagonism; higher % means a stronger effect; inhibition, % at 10 µM, or IC50 in µM where a hit was titrated; 290,000 compounds, 0.13% hits;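 active = spots per cell inhibited over 60%, with over 100 cells counted and total cytoplasm intensity under 500,000; inconclusive = wells with under 100 cells, flagged as likely toxic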;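 also: U2OS cells stably carrying GPR55 and arrestin-GFP stimulated by 5 µM LPI near EC80; imaged beta-arrestin-GFP aggregate spots per cell after agonist stimulation; plate controls were LPI-stimulated DMSO wells for no effect and DMSO wells without LPI for full effect; some results filed as inactive read as strong as hits; confirmed hits need IC50 under 10 µM and bright autofluorescent wells are also inconclusive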
HIV peptide binding: inhibitors of HIV fusion peptide binding, primary screen, biochemical, uHTS, fluorescence dequenching (AID 1986); cell-free peptide binding, fluorescence dequenching, 30 min; higher % means a stronger effect; inhibition, % at 20 µM; hits with a dose series show IC50 in µM; 290,000 compounds, 0.3% hits; in the data active = inhibition mostly above about 52%, no sharp cut-off; inactive = mostly below about 76%; also: some results filed as inactive read as strong as hits
KOR beta-arrestin-1: kappa opioid receptor activators – cell-based, luminescence, uHTS, primary screen (AID 1777); KOR beta-arrestin recruitment, luminescence; higher % means a stronger effect; activation, % at 10 µM, or EC50 in µM where a hit was titrated; 280,000 compounds, 0.02% hits; in the data active = activation above about 50%, passing the limit was not always enough; also: a part of the inactive calls stands beside numbers as strong as those of hits
GPR55 beta-arrestin: selective activators of receptor GPR55 – imaging, U2OS cells, beta-arrestin-GFP redistribution, primary screen (AID 1961); activation, % at 10 µM; hits with a dose series show EC50 in µM; 290,000 compounds, 0.048% hits; U2OS GPR55 beta-arrestin-GFP redistribution imaging; higher % means a stronger effect;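 active = activation above 40% with more than 50 cells counted in the well; inconclusive = wells holding fewer than 50 cells, flagged as toxic or sparse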;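 also: U2OS osteosarcoma cells stably expressing GPR55 and beta-arrestin-GFP; plate controls were DMSO negative control for no effect and LPI positive control for full effect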
AID2073: disruptors of CaV2.2 binding to Mint1 – biochemical, HTRF (AID 2073) | HTRF protein-protein interaction, Mint1-CaV2.2; higher % means a stronger effect | inhibition, % at 20 µM; hits with a dose series show IC50 in µM | 290,000 compounds, 0.19% hits; in the data active = inhibition mostly above about 51%, no sharp cut-off; inconclusive = no clear call, values can overlap the other calls; inactive = mostly below about 53%; also: some results filed as inactive read as strong as hits
GPR35 arrestin U2OS: GPR35 antagonists blocking zaprinast-driven arrestin recruitment, primary screen, imaging, U2OS, beta-arrestin-GFP, zaprinast agonist (AID 2058); U2OS GPR35 beta-arrestin-GFP translocation imaging, zaprinast antagonism; higher % means a stronger effect; inhibition, % at 10 µM, or IC50 in µM where a hit was titrated; 290,000 compounds, 0.052% hits;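 active = inhibition of at least 50% with at least 30 cells and total cytoplasm GFP at most 10,000,000; inconclusive = under 30 cells or total GFP of 10,000,000 plus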
KOR beta-arrestin-2: KOR antagonists, beta-arrestin recruitment, cell-based, luminescence, uHTS (AID 1778); inhibition, % at 10 µM; hits with a dose series show IC50 in µM; 290,000 compounds, 0.091% hits; KOR beta-arrestin recruitment, luminescence, antagonist mode; higher % means a stronger effect; in the data active = inhibition above about 50%; also: strong numbers were not always called active
NOD1 inhibition: inhibition of NOD1-driven NF-kB reporter – cell-based, luminescence, uHTS, primary screen (AID 1578) | one-dose inhibition, % at 4 µM; EC50 in µM for titrated hits | NOD1-driven NF-kB luciferase reporter cells, luminescence; higher % means a stronger effect | 290,000 compounds, 1% hits; in the data active = inhibition mostly above about 36%, no sharp cut-off; inactive = mostly below about 34%;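 also: HEK-293T reporter cells stimulated with the NOD1 agonist gamma-tri-DAP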
SIAH1 antagonists: Siah-1 peptide-binding antagonists, primary screen, biochemical, fluorescence polarization, rhodamine-plectin, uHTS (AID 1817); Siah-1 / rhodamine-plectin peptide fluorescence polarization; higher % means a stronger effect; one-dose displacement, % at 20 µM; IC50 in µM for titrated hits; 290,000 compounds, 0.02% hits;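 active = displacement of at least 50% at 20 µM, with a fluorescence ratio check between 0.3 and a set limit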;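 also: plate controls were Siah plus tracer with DMSO for no effect and tracer alone without Siah for full effect; strong numbers were not always called active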
Numbers without * were called inactive; ? = inconclusive; nt = no result given; [ ] = another dose, or the depositor's remark.

1	CCOc1ccccc1N1CCN(CC(=O)NCCc2ccc(S(N)(=O)=O)cc2)CC1
2	Cc1ccc[n+](C(C)C(=O)c2ccc(Cl)cc2)c1 (configuration not stated)
3	O=C(CN(Cc1ccc(F)cc1)C(=O)CCC(=O)Nc1ccccn1)NCc1ccco1
4	O=C1c2ccccc2S(=O)(=O)N1CCOc1ccc(F)cc1
5	CCN1C(=S)SC(=O)C1=C1C=C(C)OC(C)=C1
6	COc1cccc(CNS(=O)(=O)c2ccc(S(=O)(=O)N3CCCC3)cc2)c1
7	O=C(c1ccccc1Oc1ccc([N+](=O)[O-])cc1)N1CCOCC1
8	O=C(CNS(=O)(=O)c1ccc(Cl)cc1)OCC(=O)N1CCCc2ccccc21

| Screen / compound no. | 1 | 2 | 3 | 4 | 5 | 6 | 7 | 8 |
| --- | --- | --- | --- | --- | --- | --- | --- | --- |
| AID2073 | -6% | 15% | -3% | ? | -13% | 44% | 4% | 16% |
| SIAH1 antagonists | 18% | 5% | -1% | -2% | 4% | -2% | -1% | 2% |
| KOR beta-arrestin-2 | -23% | 5% | -22% | 31% | -3% | -107%[20 µM] | -6% | -23% |
| GPR55 beta-arrestin | 0.2% | 0.6% | -0.2% | 0.0% | -0.2% | -0.1% | -0.1% | -0.2% |
| NOD1 inhibition | -21% | -28% | -15% | 1% | -36% | -33% | -11% | -15% |
| GPR55 LPI antagonism | 17% | -3% | 9% | 3% | -2% | -2% | 8% | 7% |
| HIV peptide binding | -0.5% | 1.2% | -0.8% | -0.7% | -0.3% | 2.0% | 1.1% | 1.8% |
| KOR beta-arrestin-1 | -12% | -1.5% | -3.1% | 4.7% | 8.3% | nt | -0.2% | -0.1% |
| GPR35 arrestin U2OS | 3% | 10% | -2% | -8% | 8% | 7% | -9% | -2% |

9	c1ccc(-c2cn3nc(-c4ccccc4)cnc3n2)cc1
10	Cc1cc(/C=C/C(=O)O)c(C)n1-c1ccc(Cl)cc1
11	COC(=O)c1ccc(N(CC(=O)NCC2CCCO2)C(=O)CCC(=O)Nc2cc(C)on2)cc1 (configuration not stated)
12	Cc1nn(-c2ccccc2)c(C)c1/C=N\NS(=O)(=O)c1ccc(Cl)cc1
13	COc1ccc(-c2cnc3c(c2)CCC3(C#N)C#N)cc1
14	Cc1nc(SCC(=O)Nc2ccnc3ccccc23)n[nH]1
15	O=C(c1ccc(COc2ccc(Cl)cc2)o1)N1CCN(Cc2ccc3c(c2)OCO3)CC1
16	Cc1cc(NC(=O)c2cc(-c3ccccc3C)nc3ccccc23)no1

| Screen / compound no. | 9 | 10 | 11 | 12 | 13 | 14 | 15 | 16 |
| --- | --- | --- | --- | --- | --- | --- | --- | --- |
| AID2073 | 1% | 13% | 2% | 0% | 6% | -3% | -11% | 31% |
| SIAH1 antagonists | 2% | 1% | 5% | -3% | -1% | -1% | 1% | 10% |
| KOR beta-arrestin-2 | -12% | -9% | -12% | -1% | -27% | 4% | -2% | -3% |
| GPR55 beta-arrestin | -0.1% | -0.1% | 0.0% | -0.2% | -0.3% | 0.0% | -0.1% | 0.3% |
| NOD1 inhibition | -42% | -13% | -2% | -9% | -14% | 36% | -8% | -12% |
| GPR55 LPI antagonism | 2% | 2% | -6% | 0% | -32% | -4% | 20% | 3% |
| HIV peptide binding | 4.5% | 4.5% | 1.6% | 0.6% | -0.2% | 0.5% | -2.0% | 0.0% |
| KOR beta-arrestin-1 | -5.0% | -8.0% | -6.9% | -2.9% | 4.6% | -5.8% | 12% | -1.8% |
| GPR35 arrestin U2OS | -6% | -16% | 37% | -17% | 2% | 18% | 18% | 11% |

13 structures already listed, ordered by molar mass, low to high:
5	CCN1C(=S)SC(=O)C1=C1C=C(C)OC(C)=C1
9	c1ccc(-c2cn3nc(-c4ccccc4)cnc3n2)cc1
13	COc1ccc(-c2cnc3c(c2)CCC3(C#N)C#N)cc1
10	Cc1cc(/C=C/C(=O)O)c(C)n1-c1ccc(Cl)cc1
14	Cc1nc(SCC(=O)Nc2ccnc3ccccc23)n[nH]1
4	O=C1c2ccccc2S(=O)(=O)N1CCOc1ccc(F)cc1
7	O=C(c1ccccc1Oc1ccc([N+](=O)[O-])cc1)N1CCOCC1
16	Cc1cc(NC(=O)c2cc(-c3ccccc3C)nc3ccccc23)no1
6	COc1cccc(CNS(=O)(=O)c2ccc(S(=O)(=O)N3CCCC3)cc2)c1
8	O=C(CNS(=O)(=O)c1ccc(Cl)cc1)OCC(=O)N1CCCc2ccccc21

| Screen / compound no. | 5 | 9 | 13 | 10 | 14 | 4 | 7 | 16 | 6 | 8 |
| --- | --- | --- | --- | --- | --- | --- | --- | --- | --- | --- |
| AID2073 | -13% | 1% | 6% | 13% | -3% | ? | 4% | 31% | 44% | 16% |
| SIAH1 antagonists | 4% | 2% | -1% | 1% | -1% | -2% | -1% | 10% | -2% | 2% |
| KOR beta-arrestin-2 | -3% | -12% | -27% | -9% | 4% | 31% | -6% | -3% | -107%[20 µM] | -23% |
| GPR55 beta-arrestin | -0.2% | -0.1% | -0.3% | -0.1% | 0.0% | 0.0% | -0.1% | 0.3% | -0.1% | -0.2% |
| NOD1 inhibition | -36% | -42% | -14% | -13% | 36% | 1% | -11% | -12% | -33% | -15% |
| GPR55 LPI antagonism | -2% | 2% | -32% | 2% | -4% | 3% | 8% | 3% | -2% | 7% |
| HIV peptide binding | -0.3% | 4.5% | -0.2% | 4.5% | 0.5% | -0.7% | 1.1% | 0.0% | 2.0% | 1.8% |
| KOR beta-arrestin-1 | 8.3% | -5.0% | 4.6% | -8.0% | -5.8% | 4.7% | -0.2% | -1.8% | nt | -0.1% |
| GPR35 arrestin U2OS | 8% | -6% | 2% | -16% | 18% | -8% | -9% | 11% | 7% | -2% |

1	CCOc1ccccc1N1CCN(CC(=O)NCCc2ccc(S(N)(=O)=O)cc2)CC1
15	O=C(c1ccc(COc2ccc(Cl)cc2)o1)N1CCN(Cc2ccc3c(c2)OCO3)CC1
11	COC(=O)c1ccc(N(CC(=O)NCC2CCCO2)C(=O)CCC(=O)Nc2cc(C)on2)cc1 (configuration not stated)

| Screen / compound no. | 1 | 15 | 11 |
| --- | --- | --- | --- |
| AID2073 | -6% | -11% | 2% |
| SIAH1 antagonists | 18% | 1% | 5% |
| KOR beta-arrestin-2 | -23% | -2% | -12% |
| GPR55 beta-arrestin | 0.2% | -0.1% | 0.0% |
| NOD1 inhibition | -21% | -8% | -2% |
| GPR55 LPI antagonism | 17% | 20% | -6% |
| HIV peptide binding | -0.5% | -2.0% | 1.6% |
| KOR beta-arrestin-1 | -12% | 12% | -6.9% |
| GPR35 arrestin U2OS | 3% | 18% | 37% |

Further compounds.
17	O=C(CSc1ncnc2nc[nH]c12)c1ccc(Cl)cc1
18	CC(C)(C)c1cc(OC(=O)c2ccncc2)ccc1O
19	Cc1ccc(CN2CCN(Cc3ccccc3C(F)(F)F)CC2)cc1
20	CC(C)(C)/C(Cn1cncn1)=N\OC(=O)Nc1ccc(Cl)cc1
21	Cc1onc(-c2ccccc2)c1C(=O)NC(=S)NNC(=O)c1cccnc1
22	O=[N+]([O-])c1ccccc1C1Nc2cccc3cccc(c23)N1
23	CCNC(=S)N(Cc1ccc(OC)cc1)C1CC(=O)N(c2ccc(OCC)cc2)C1=O (configuration not stated)
24	Cn1cc(C(=O)c2ccc(Cl)cc2Cl)cc1C(=O)NN
25	O=C(Cc1ccccc1)NC1CCN(C(=O)c2ccc([N+](=O)[O-])cc2)CC1
26	N#Cc1ccc(C23CC4(C2)[C@H](CN(CC2CCCCC2)[C@@H]4c2ccccc2)C3c2ccccc2)cc1 (some centres not stated)
27	N#CCCn1nnc(-c2ccccc2F)n1

| Screen / compound no. | 17 | 18 | 19 | 20 | 21 | 22 | 23 | 24 | 25 | 26 | 27 |
| --- | --- | --- | --- | --- | --- | --- | --- | --- | --- | --- | --- |
| AID2073 | 9% | -6% | -4% | -1% | -16% | 56% | 11% | -2% | 6% | -10% | 4% |
| SIAH1 antagonists | -2% | 4% | -5% | 0% | 6% | 33% | 10% | 5% | -1% | 12% | 2% |
| KOR beta-arrestin-2 | -35%[20 µM] | -20% | -47% | -10% | -11% | -74% | 24% | 8% | 7% | 11% | 18% |
| GPR55 beta-arrestin | -0.1% | -0.4% | 0.3% | 0.5% | 0.4% | -0.3% | -0.4% | 0.0% | -0.3% | 0.3% | 0.3% |
| NOD1 inhibition | -16% | -20% | 1% | -37% | -28% | 105%* | -12% | -5% | -17% | 3% | 1% |
| GPR55 LPI antagonism | 1% | -2% | 26% | -5% | 10% | -4% | -4% | 4% | -6% | -4% | -3% |
| HIV peptide binding | 0.1% | 1.7% | 1.8% | -0.6% | 4.2% | 24% | -0.9% | -1.5% | -0.8% | 3.2% | 0.2% |
| KOR beta-arrestin-1 | -4.3% | -2.9% | 6.5% | 2.4% | -2.1% | -3.4% | -5.6% | -2.5% | -3.7% | 0.8% | -8.7% |
| GPR35 arrestin U2OS | -22% | 16% | 1% | 3% | 8% | -21% | 9% | -9% | -7% | -6% | 6% |

Rewritten as labelled records: 2 of the compounds above
[20] CC(C)(C)/C(Cn1cncn1)=N\OC(=O)Nc1ccc(Cl)cc1
  AID2073: -1%
  SIAH1 antagonists: 0%
  KOR beta-arrestin-2: -10%
  GPR55 beta-arrestin: 0.5%
  NOD1 inhibition: -37%
  GPR55 LPI antagonism: -5%
  HIV peptide binding: -0.6%
  KOR beta-arrestin-1: 2.4%
  GPR35 arrestin U2OS: 3%
[21] Cc1onc(-c2ccccc2)c1C(=O)NC(=S)NNC(=O)c1cccnc1
  AID2073: -16%
  SIAH1 antagonists: 6%
  KOR beta-arrestin-2: -11%
  GPR55 beta-arrestin: 0.4%
  NOD1 inhibition: -28%
  GPR55 LPI antagonism: 10%
  HIV peptide binding: 4.2%
  KOR beta-arrestin-1: -2.1%
  GPR35 arrestin U2OS: 8%

Compound activity deposited in PubChem BioAssay by Sanford-Burnham Center for Chemical Genomics.

Only part of the results is shown; rates above refer to the full screens.
